Screens as filed in PubChem.
OX1R FRET antag = antagonists of human orexin 1 receptor (OX1R) | OX1R-expressing cells, FRET antagonist read-out | Orexin/Hypocretin receptor type 1 (Homo sapiens), O43613 | inhibition, % at 6.6 µM | 1.8% of 330,000 active; in the data active = inhibition mostly above about 38%, no sharp cut-off; inactive = mostly below about 40%;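 note: 0% = agonist challenge alone and 100% = reference antagonist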
Target sequence (O43613 whole entry, looked up): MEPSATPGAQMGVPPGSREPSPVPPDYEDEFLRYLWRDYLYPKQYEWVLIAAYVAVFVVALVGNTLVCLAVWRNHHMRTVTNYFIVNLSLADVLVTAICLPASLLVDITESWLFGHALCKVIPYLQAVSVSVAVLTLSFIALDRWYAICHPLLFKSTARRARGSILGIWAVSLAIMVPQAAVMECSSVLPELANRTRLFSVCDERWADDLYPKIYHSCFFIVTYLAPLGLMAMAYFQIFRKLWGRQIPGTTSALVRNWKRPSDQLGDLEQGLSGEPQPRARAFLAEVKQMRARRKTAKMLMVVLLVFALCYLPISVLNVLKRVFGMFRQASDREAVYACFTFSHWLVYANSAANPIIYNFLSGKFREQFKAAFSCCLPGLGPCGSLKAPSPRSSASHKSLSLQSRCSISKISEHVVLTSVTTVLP
STK33 inh = inhibitors of purified STK33 kinase, primary screen, biochemical, ADP-Glo luminescence, homogeneous, cell-free. Serine/threonine-protein kinase 33 (Homo sapiens), Q9BYT3. MBP phosphorylation. inhibition, % at 10 µM. 0.073% of 320,000 active. AID 2661, 2010;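 active = inhibition at or above 25%, using the most active replicate where run in duplicate; inactive = inhibition below 25%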
Target sequence (Q9BYT3 whole entry, looked up): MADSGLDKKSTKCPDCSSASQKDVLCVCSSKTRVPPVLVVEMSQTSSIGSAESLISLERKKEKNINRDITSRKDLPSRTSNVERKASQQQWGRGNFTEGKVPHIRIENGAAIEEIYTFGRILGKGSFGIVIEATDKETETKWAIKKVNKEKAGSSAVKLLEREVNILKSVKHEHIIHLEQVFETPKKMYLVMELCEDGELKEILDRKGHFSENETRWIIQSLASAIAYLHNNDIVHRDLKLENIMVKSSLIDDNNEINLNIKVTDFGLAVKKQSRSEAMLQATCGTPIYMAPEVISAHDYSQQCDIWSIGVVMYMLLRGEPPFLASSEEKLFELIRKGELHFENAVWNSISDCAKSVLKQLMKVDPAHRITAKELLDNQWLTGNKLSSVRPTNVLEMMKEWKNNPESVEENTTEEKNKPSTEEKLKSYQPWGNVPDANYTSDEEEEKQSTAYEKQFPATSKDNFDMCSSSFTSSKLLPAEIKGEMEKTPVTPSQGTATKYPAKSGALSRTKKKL
* marks the source's active call; other numbers are inactive results; · = no result given. Not a hit list; overall some 1.8% were active at least once.

item	SMILES	OX1R FRET antag	STK33 inh
1	CC(C)N(Cc1ccccc1)S(=O)(=O)N(C)C	19	-1.6
2	CCOc1ccc(N(CC(=O)Nc2ccccc2C(=O)N2CCOCC2)S(=O)(=O)c2ccc(F)cc2)cc1	3	-3.7
3	CCOC(=O)N1CCN(C(=O)C2CCN(C(=O)c3cc(OC)cc(OC)c3)CC2)CC1	4	0.7
4	CC1(C)Cc2c(sc(NC(=O)C(=O)NCCCN3CCOCC3)c2C(N)=O)CO1	20	-1.2
5	Cc1c(C)n(CC(O)CN2C(=O)c3ccccc3S2(=O)=O)c2ccccc12 (stereo unspecified)	10	-0.1
6	CCOP(=O)(OCC)c1nc(-c2cccc([N+](=O)[O-])c2)oc1N1CCCCC1	35	-1.3
7	CCOc1ccc(-c2cn3ccccc3n2)cc1	31	0.0
8	c1cn(CC2(Cn3ccnc3)COC2)cn1	18	0.4
9	COc1ccc2c(c1)-c1ccccc1S(=O)(=O)N2C(C)=O	12	-0.4
10	O=C(NCc1ccco1)c1cc2cc3ccc(Cl)cc3nc2o1	32	0.4
11	CCN(CCn1cccn1)C(=O)CCc1nnc(C2(c3ccc(Cl)cc3)CCC2)o1	11	-1.4
12	CCc1ccccc1NC(=O)c1ccc2nc(N3CCOCC3)sc2c1	15	-0.9
13	CCOc1ccc(NC(=O)CN(C)S(=O)(=O)c2ccc(-c3ccc(=O)[nH]n3)s2)cc1	-6	1.2
14	O=C(CSC1=NCCN1)NC12CC3CC(CC(C3)C1)C2	12	-0.1
15	O=C(COC(=O)c1ccccc1C(=O)c1ccc(Cl)cc1)NC(c1ccccc1)c1ccccc1	15	-1.4
16	CCCS(=O)(=O)c1c(S(=O)(=O)CCC)c2c(C)cccn2c1C(N)=O	15	-0.2
17	CCc1ccc(NC(=O)CN(c2cc(C)cc(C)c2)S(=O)(=O)c2c(C)[nH]c(=O)[nH]c2=O)cc1	4	-1.6
18	CCCn1c(=O)c(C(=O)NCc2ccco2)c(O)c2ccccc21	15	-1.1
19	O=C(Nc1ccc(F)cc1)c1ccccc1NS(=O)(=O)N1CCCC1	40	-0.2
20	CCn1c(SCC(=O)N2CCCCC2)nnc1-c1ccc(S(=O)(=O)N2CCN(C)CC2)cc1	9	-1.9
21	Cc1cc(C)n(-c2cc(C)c(C)cc2Br)n1	16	-3.1
22	COc1ccc(NC(=O)/C=C/C(=O)O)cc1Cl	15	0.4
23	O=C(CN1CCN(c2nc(-c3ccc(F)cc3)cs2)CC1)NCc1ccc2c(c1)OCO2	10	0.9
24	Cc1ccc2nc3c(c(C(=O)O)c2c1)CCC3	7	-0.1
25	Cc1cc([N+](=O)[O-])ccc1NC(=O)c1csc(C)c1C	·	-0.6
26	Cc1c(C(=O)CN2CCSCC2)c2ccccc2n1C	33	-1.0
27	C#CCNC(=O)C1=C[C@@H](c2ccc(C#C)cc2)C[C@@H](OCc2ccc(CO)cc2)O1	32	-1.2
28	COCCCNC(=O)/C=C/c1cccc(Cl)c1	7	-0.1
29	CSc1ccc(CCNC(=O)CS(=O)(=O)Cc2nc(-c3ccccc3F)oc2C)cc1	8	-1.6
30	CCOc1cc(OCC)c(C(C)=O)cc1OCC	3	-0.5
31	Cc1ccc(NC(=O)CN2C(=O)S/C(=C\c3cc(C)n(-c4cccc(C(=O)O)c4)c3C)C2=O)cc1	7	0.0
32	COc1ccc(OCC(O)CN2CCN(Cc3ccc4c(c3)OCO4)CC2)cc1 (stereo unspecified)	18	1.3
33	CCC(C)NC(=O)C1c2ccccc2C(=O)N1Cc1ccc(F)cc1 (stereo unspecified)	0	-1.2
34	COc1ccc(C2SCC(=O)N2c2ccc(C)cc2)cc1 (stereo unspecified)	·	-0.9
35	C[C@H](NC(=O)c1nc[nH]c1C(=O)N1CCNCC1)C(=O)OCc1ccccc1	21	-5.0
36	O=C(Nc1nc2cc3c(cc2s1)OCCO3)c1ccc([N+](=O)[O-])o1	10	0.8
37	Cn1nc(C(=O)OCC(=O)c2ccccc2)c2ccccc2c1=O	4	0.3
38	CN(Cc1ccccc1)C(=O)CCC(=O)N(C)Cc1ccccc1	17	-0.1
39	O=C1c2ccccc2NC(c2ccncc2)N1c1ccccn1 (stereo unspecified)	27	-0.9
40	CCC(C)C1NC(=S)N(C2CCCCC2)C1=O (stereo unspecified)	17	-0.9
41	CCOC(=O)/C(C#N)=C/c1ccc(SC)cc1	7	0.0
42	Cc1cc(-c2nnc(CCC(=O)N(CC3CC3)CC3CCCO3)o2)no1 (stereo unspecified)	2	-1.1
43	C=CCNC(=O)Cc1c(OC)ccc2cc(Br)ccc12	31	1.0
44	COc1ccc(CCN2CC(C(=O)NCc3ccco3)CC2=O)cc1OC (stereo unspecified)	12	1.5
45	COCCN1C(=O)/C(=C/c2ccc(N3CCCC3)cc2)SC1=S	13	1.8
46	COc1ccccc1NS(=O)(=O)c1cccc(-n2c(O)c(C=Nc3ccccc3C(=O)O)c3ccccc3c2=O)c1	-15	1.6
47	Cc1ccccc1OCC(=O)OCC(=O)c1ccc(-c2ccccc2)cc1	-1	-1.3
48	C/C(=N\Nc1cccc2cccnc12)c1ccc[nH]1	29	-1.0
49	O=C(NC1CCCc2ccccc21)c1cc(F)cc(F)c1 (stereo unspecified)	14	-1.8
50	O=C(NCCCN1CCOCC1)c1ccc2c(c1)N(Cc1cccc(Cl)c1)C(=O)CS2	-5	-1.0
51	COc1ccc(N2C(=O)CC(NC34CC5CC(CC(C5)C3)C4)C2=O)c(OC)c1 (stereo unspecified)	0	-4.4
52	O=C(C1=C[C@@H]2[C@H]3C(=O)N(c4ccccc4Cl)C(=O)[C@H]3[C@@H](C(=O)c3ccc(Cl)cc3)N2C=C1)c1ccccc1	17	6.1
53	CC(C)(C)c1csc(NC(=O)c2cccnc2)n1	·	0.9
54	CCn1cc(C(=O)NC(=S)Nc2cccc(O)c2)cn1	16	0.4
55	Cc1ccc(N2C3=C(C(=O)CC(C)(C)C3)C(c3cn(C)nc3C)C3=C2CC(C)(C)CC3=O)cc1	19	0.5
56	NC(=O)[C@@H]1CCCNc2c(F)cc([N+](=O)[O-])cc2C(=O)N[C@@H](CO)C(=O)NCC(=O)N1	58	-0.4
57	CCCn1cc(CN2CCCC(CNC(=O)c3ccc(F)cc3)C2)c(C)n1 (stereo unspecified)	20	-0.3
58	CC(=O)Nc1ccc(NC(=O)c2ccccc2Nc2ccccc2)cc1	14	-1.4
59	O=C(COc1ccccc1C(=O)NCc1ccncc1)Nc1ccc(Br)cc1	16	0.4
60	O=C(O)/C=C\C(=O)NCc1ccccc1	16	-1.0

Going on with the list.
item	SMILES	OX1R FRET antag	STK33 inh
61	Cc1cccc(NC(=O)c2cc(NC(=O)c3ccccc3)ccc2N2CCCCC2)c1	12	-1.6
62	O=C(Cc1ccc(Cl)cc1)NN1C(=O)c2ccccc2C1=O	8	0.7
63	O=C1CC(c2ccc(O)c(O)c2)Oc2c1ccc(O)c2O (stereo unspecified)	5	4.9
64	Cc1ccc(C)c(NC(=O)CN(C)C(=O)c2oc3c(Cl)cccc3c2C)c1	17	-0.5
65	COc1ccc(C(=O)NCc2nnc(SCC(=O)N3CCCCC3)o2)cc1OC	25	-1.2
66	COc1ccc(NC(=O)C2CSC(C)(C)N2C=O)cc1 (stereo unspecified)	4	-1.5
67	O=C1CCCCC1C(=O)c1ccccc1 (stereo unspecified)	2	-0.8
68	COc1ccccc1C(=O)NNC(=O)c1ccc(F)cc1	11	·
69	COc1ccc(-c2sc3cc4c(cc3c2C#CC2(N)CCCCC2)OCO4)cc1	1	-2.1
70	COc1ccc(/C(C)=N/OCC(=O)N2CC3(C)CC2CC(C)(C)C3)cc1 (stereo unspecified)	31	-0.7
71	CCOc1ccccc1CNC(=O)CCNC(=O)Cn1ccc2ccccc2c1=O	14	-4.6
72	Cc1cc(C(F)F)n2nc(C(=O)Nc3sc4c(c3C(N)=O)CCC4)nc2n1	57*	·
73	C=C(C)c1cccc(C(C)(C)NC(=O)Nc2cc(C)ccn2)c1	32	0.0
74	COC(=O)C1=C(C)N(Cc2ccccc2)C(=NCCc2c[nH]c3ccccc23)N[C@H]1c1cccc(F)c1	8	2.5
75	CC1CCN(C(=O)CN2C(=O)C(C)(C)Oc3ccc(C(=O)NC4CCCC4)cc32)CC1	14	0.2

Exported screen by screen: entries from further up
#69 COc1ccc(-c2sc3cc4c(cc3c2C#CC2(N)CCCCC2)OCO4)cc1
#70 COc1ccc(/C(C)=N/OCC(=O)N2CC3(C)CC2CC(C)(C)C3)cc1 (stereo unspecified)

entry no.	69	70
OX1R FRET antag	1	31
STK33 inh	-2.1	-0.7

The listing continues:
item	SMILES	OX1R FRET antag	STK33 inh
76	CC(C)c1ccc(Nc2ccc(C(=O)O)cc2[N+](=O)[O-])cc1	15	-0.9
77	CCc1ccc(/C=N/NC(=O)c2nnn(-c3nonc3N)c2CN2CCOCC2)cc1	23	-0.6
78	COC(=O)C1=C(N)Oc2cc(C)n(Cc3ccncc3)c(=O)c2C1c1cccnc1 (stereo unspecified)	8	2.1
79	O=C(Nc1ccccn1)c1ccc(COc2ccccc2Cl)o1	27	0.4
80	COc1ccc(-c2cnc3ccccc3n2)cc1NC(=O)CNC(=O)c1ccccc1	22	0.3
81	O=C(c1ccco1)N1CCN(C(=O)c2cnn3cccnc23)CC1	4	0.5
82	COc1ccc(-c2ccoc2)cc1[C@H]1[C@H]2C=CC[C@@H](C)[C@@H]2C(=O)N1Cc1ccccc1	52	-1.1
83	CCN(CC(=O)NC1CCS(=O)(=O)C1)S(=O)(=O)c1cc(C)ccc1C (stereo unspecified)	17	-2.4
84	O=C(CN(C(=O)c1ccccc1Cl)N1C(=O)C2C3C=CC(C3)C2C1=O)c1cccs1 (stereo unspecified)	5	0.5
85	Cn1ccc(NC(=O)Nc2cccc(C(F)(F)F)c2)n1	4	-1.1
86	CCOc1ccc(S(=O)(=O)Nc2cccc(C(=O)NCCCn3ccnc3)c2)cc1	1	7.4
87	CCOC(=O)CSc1nc2sc3c(c2c(=O)n1-c1ccc(C)cc1)CCN(C)C3	·	-0.5
88	Cc1nc2nc[nH]n2c(=O)c1CC(=O)O	7	-0.8
89	CCCCOc1ccc(C)cc1CN(CCO)CCO	17	-3.8
90	COc1ccc(OC)c(C2C(C(N)=O)=C(C)Nc3nc(-c4cccc(Cl)c4)nn32)c1 (stereo unspecified)	13	-1.1
91	Cc1cc(C(=O)CN2CCCC(C)C2)c(C)n1-c1ccc(F)cc1 (stereo unspecified)	-3	0.2
92	Cc1ccc(S(=O)(=O)CCC(=O)Nc2nnc(CC(C)C)s2)cc1	13	·
93	COc1cccc(NC(=O)CSc2nc(C)cs2)c1	28	1.4
94	COC(=O)c1ccc2c(C)c(C3(O)CCCCC3)[nH]c2c1	14	0.2
95	CCN(CC)S(=O)(=O)c1ccc(S(=O)(=O)N2CCC(N3CCCCC3)CC2)cc1	3	-0.7
96	O=C(CCN1C(=O)c2ccccc2C1=O)Nc1ccncc1	21	-0.4
97	CCOc1ccc(OCC(=O)NCc2n[nH]c(=O)c3ccccc23)cc1	4	·
98	CCn1ccnc1CN(C)C(=O)C1CCC(=O)N(CCc2cccc(F)c2)C1 (stereo unspecified)	9	-0.5
99	COc1ccc2cc(CCNC(=O)c3c(-c4ccccc4Cl)noc3C)c(=O)[nH]c2c1	20	2.4
100	COc1ccc(/C=C2\CCCC(C(=O)C(F)(F)F)=C2O)cc1OC	3	-1.2
101	O=C1CC(Sc2nnnn2C2CCCCC2)C(=O)N1c1ccccc1 (stereo unspecified)	-2	-1.2
102	O=C1CCCC2=C1C(c1cccs1)Nc1ccccc1N2 (stereo unspecified)	2	-0.6
103	O=C(Nc1cccc(Cl)c1N1CCCC1)c1ccco1	20	0.9
104	CCCC1=C(C(=O)OCC)C(c2cccnc2)n2nc(C)nc2N1 (stereo unspecified)	11	0.4
105	CCCCN1CC[C@H]2C=CC[C@@H](C(=O)Nc3ccc(OC)cc3)[C@H]2C1=O	15	-0.1

Four structures already listed, arranged by heavy-atom count, rising:
item	SMILES	OX1R FRET antag	STK33 inh
7	CCOc1ccc(-c2cn3ccccc3n2)cc1	31	0.0
54	CCn1cc(C(=O)NC(=S)Nc2cccc(O)c2)cn1	16	0.4
95	CCN(CC)S(=O)(=O)c1ccc(S(=O)(=O)N2CCC(N3CCCCC3)CC2)cc1	3	-0.7
29	CSc1ccc(CCNC(=O)CS(=O)(=O)Cc2nc(-c3ccccc3F)oc2C)cc1	8	-1.6

New compounds follow.
item	SMILES	OX1R FRET antag	STK33 inh
106	O=C(Nc1cccc(S(=O)(=O)N2CCCCC2)c1)c1ccc(N2CCCC2=O)cc1	2	0.1
107	C#CCn1c(-c2cccs2)nc2ccccc21	11	-0.1
108	COc1ccc(NC(=O)c2ccc(CNS(=O)(=O)c3cccc(OC)c3)cc2)cc1	22	-0.9
109	O=C(CN1C(=O)c2cccc3cccc1c23)NCc1ccccn1	20	-0.6
110	COc1ccc(CCC(=O)N/N=C/c2ccc3c(c2)OCO3)cc1	4	1.5
111	CCN(CC)S(=O)(=O)c1ccc(NC(=O)[C@@H](NC(=O)c2cc(OC)cc(OC)c2)C(C)C)cc1	25	-0.6

In a second layout: entries from further up.
(110) COc1ccc(CCC(=O)N/N=C/c2ccc3c(c2)OCO3)cc1
(107) C#CCn1c(-c2cccs2)nc2ccccc21
assay / compound | 110 | 107
OX1R FRET antag | 4 | 11
STK33 inh | 1.5 | -0.1
